From PubChem
NCI-60 one-dose screen, 48 h, at 10 µM unless noted. Numbers give growth in % (100 = growth as untreated, 0 = no growth, -100 = all killed).
OVCAR-4: OVCAR-4 ovarian cancer cells; actives 3.7% (n = 80,000)
OVCAR-3: OVCAR-3 ovarian cancer; actives 7% (n = 79,000)
SK-OV-3: SK-OV-3 ovarian cancer cells; AID 1794785; actives 3.2% (n = 80,000)
DU-145: DU-145 prostate cancer | actives 4.2% (n = 81,000)
IGROV1: IGROV1 ovarian cancer; AID 1794786; actives 4.7% (n = 79,000)
OVCAR-5: OVCAR-5 ovarian cancer | actives 2.9% (n = 82,000) | AID 1794783
NCI/ADR-RES: NCI/ADR-RES ovarian cells; actives 4.4% (n = 81,000); AID 1794790
OVCAR-8: OVCAR-8 ovarian cancer. actives 4.4% (n = 81,000)
The depositor's hits bear a star; . = no result given; & = joins results of further samples; [ ] = dose if it differs, or a comment. How the source made its calls: active means growth percent below 10; inactive means the rest.

SMILES	OVCAR-4	OVCAR-3	SK-OV-3	DU-145	IGROV1	OVCAR-5	NCI/ADR-RES	OVCAR-8
COC(=O)[C@@H](NC(=O)[C@@H](OC)[C@@H]1Cc2cc3cc(OC4CC(OC5CC(O)C(O)C(C)O5)C(O)C(C)O4)c(C)c(O)c3c(O)c2C(=O)[C@H]1OC1CC(OC2CC(OC3CC(C)(O)C(O)C(C)O3)C(O)C(C)O2)C(O)C(C)O1)C(C)C (stereo partly drawn)	13	15	20	7.2*	32	2.7*	70	13
CCCCCCCCCCCCCCCc1cc(O)ccc1[N+](=O)[O-]	87	88	92	104	74	94	77	77
CN(CCO)c1oc(-c2ccccc2)nc1[P+](c1ccccc1)(c1ccccc1)c1ccccc1	15	-1.0*	-13*	4.1*	6.4*	16	97	12
COc1cc(N=Nc2cccc(S(=O)(=O)O)c2)ccc1NC(=O)Nc1ccc(N=Nc2ccc(O)c(C(=O)O)c2)cc1	96	101	92	111	55	104	110	101
CCS(=O)(=O)Nc1cccc(Nc2c3cccc(C)c3nc3c(C)cccc23)c1OC	83	47	31	2.7*	36	21	42	24
CC1OC(n2c3ccccc3c3c4c(c5c6ccccc6[nH]c5c32)C(=O)N(CCN2CCOCC2)C4=O)CC(O)C1O (stereo not drawn)	47	48	6.8*	18	48	62	26	32
COc1ccc(-c2nnc(-c3c(-c4ccc(F)cc4)nc4ncccn34)o2)cc1OC	98	97	68	100	96	101	90	78
COc1ccc(CN2CCc3c(nc(N)nc3-c3ccccc3)C2=O)c(OC)c1	75	86	89	96	.	79	78	85
O=C(/C(=N/O)S(=O)(=O)c1ccccc1)c1cccs1	113	109	94	115	109	118	97	104
COc1ccc(C(=O)/C=C/c2ccc(Oc3ccc(Cl)cc3)cc2)cc1OC	85	106	107	96	90	111	95	92
CCCCc1nc(Cl)c(C2CC(c3ccc(C(F)(F)F)cc3)=NN2c2ccc(Cl)cc2)[nH]1 (stereo not drawn)	74	88	94	101	94	91	87	87
Cn1cc2c(c1-c1ccccc1)CCc1cnoc1-2	95	105	112	95	100	95	100	95
CCOC(=O)c1ccc2c(c1N1CCN(c3ccc(F)cc3)CC1)N(O)ON2	99	112	107	104	105	104	101	100
CC(C)(Br)CS(=O)(=O)c1ccccc1	104	110	98	79	96	94	92	103
CC(C)NC(=O)c1ccc(CONC(=O)OCc2ccccc2)cc1	111	122	111	114	109	103	104	100
CC(=O)Nc1ccc2c(c1)C(=Nc1ccccc1)c1ccccc1-2	109	110	114	104	95	100	97	104
Cc1cc(CC(=O)NCCO)n(CCO)c(=O)c1	108	106	104	110	108	106	106	103
COC(=O)c1nc(-c2ccccc2)oc1S(=O)(=O)N1CCN(c2ccc(OC)cc2)CC1	89	45	104	86	72	89	104	84
Cc1cc(C)c(O)c(C(C)(C)C)c1	111	107	96	105	106	113	100	100
Nc1nc(SCc2ccccc2)c2ncn(C3CCCC3)c2n1	101	112	107	101	98	96	92	110
O=C(O)/C=C(\c1nc2ccccc2[nH]1)c1cc(Cl)ccc1O	115	108	92	117	84	123	103	96
O=c1c(/C=C/c2c(O)ccc3ccccc23)nnc2sc(-c3cccc([N+](=O)[O-])c3)nn12	26	15	46	44	43	82	29	22
CC12CCC3C(CCC4CC(=O)/C(=C\O)CC43C)C1CCC(=O)O2 (stereo not drawn)	112	114	128	115	95	96	96	101
COc1ccc(-c2cc(-c3cc(OC)c(OC)c(OC)c3)nc(SCC(=O)Nc3ccc(Cl)cc3)n2)cc1OC	94	116	100	118	113	96	89	99
COc1ccc(/C=N/NC(=O)c2ccc(Br)o2)cc1	107	105	134	109	.	109	106	35
O=C(/C=C/c1ccc(O)cc1)c1cc2ccccc2oc1=O	99	104	100	107	91	110	109	106
Nc1nn(C(=O)c2ccc[nH]c2=O)cc1-c1ccc(Cl)cc1	78	92	107	106	80	86	96	88
CC(=O)Nc1cc2c(cc1Cl)-c1ccccc1C2	.	109	116	110	84	97	99	101
O=c1c2c3c(sc2nc(N/N=C/c2ccc(Br)cc2)n1Cc1ccccc1)CCCC3	84	77	82	82	.	78	80	46
Cc1csc(Nc2nc(-c3cccc(Br)c3)nc(C(Cl)(Cl)Cl)n2)n1	77	15	76	-5.7*	92	70	60	76
CCCCC[n+]1ccc(SCC(=O)N(C)c2ccccc2Br)c2ccccc21	99	112	118	106	110	106	109	102
O=C(CCn1cc[n+](CC(=O)c2ccccc2)c1)Nc1cccc2cccnc12	91	99	97	104	102	100	101	98
CN(C)c1ccc(-c2n[nH]c(Cn3nnnc3-c3ccccc3)n2)cc1	115	102	97	104	105	103	108	101
CCOC(=O)c1cc(C(=O)c2cc(OC)cc(OC)c2)n2ccc(-c3cc[n+](CC(=O)c4cc(OC)cc(OC)c4)cc3)cc12	93	106	114	97	97	99	100	101
COC(=O)C(Sc1ccc(Cl)cc1)C1SC(=S)N(Cc2ccccc2)C1=O (stereo not drawn)	.	105	108	102	.	118	102	101
NN=C(c1ccc(Cl)cc1)c1ccc(Cl)cc1	103	107	105	116	119	95	108	104
COc1cc(/C=C/C(=O)N2CCCCCC2)cc(OC)c1OC	.	127	115	119	108	108	96	108
Cc1c(C(=O)NNC(=O)c2ccc(Br)cc2)sc2ncc(-c3ccc(Br)cc3)n12	83[7 µM]	119[7 µM]	126[7 µM]	108[7 µM]	112[7 µM]	108[7 µM]	103[7 µM]	107[7 µM]
CC(=O)Nc1ccc(/C=N/Nc2nc3ccccc3s2)cc1	105	101	100	105	100	124	100	100
Cc1ccc2sc3c(c2c1)Oc1nc[nH]c(=O)c1C3c1cccc(F)c1 (stereo not drawn)	92	114	93	105	89	108	100	107
CCC1=C(OS(C)(=O)=O)COC1=O	79	115	106	107	78	92	96	96
O=C(N=Nc1c(O)[nH]c2ccc([N+](=O)[O-])cc12)c1ccc2nc(-c3ccc(Cl)cc3)[nH]c2c1	80	65	101	97	94	111	108	94
C=C(C)[C@@H]1CC[C@]2(C(=O)O)CC[C@]3(C)[C@H](CC[C@@H]4[C@@]5(C)C[C@@H](Cc6cn(CCOC7OC(CO)C(O)C(O)C7O)nn6)[C@H](O)C(C)(C)[C@@H]5CC[C@]43C)[C@@H]12 (stereo partly drawn)	106	106	107	106	107	99	102	96
NS(=O)(=O)c1ccc(CN2C(=O)CCC2=O)cc1	116	107	98	110	105	100	101	103
O=C(N/N=C/c1ccc(Cl)cc1)c1ccccc1Nc1cccc(C(F)(F)F)c1	75	60	85	.	59	97	89	80
FC(F)(F)c1cccc(Nc2ccccc2)c1	108	118	119	110	102	95	96	101
N#Cc1cc(Cl)c2c(c1)CN(c1ncc(Cc3cccc(N4CCOCC4)c3)s1)CC2	72	46	70	94	60	97	50	88
Cc1cc(OCC(=O)Nc2ccccc2)nc2[nH]c(=O)sc12	105	113	106	110	109	97	108	107
CNC(=O)CCN1C(=O)/C(=C/c2ccc(O)cc2)SC1=S	106	107	108	109	98	101	102	98
COc1ccc2c(-c3ccc(F)cc3)c(C#N)c(=NC(C)=O)oc2c1	92	18	45	50	54	103	31	50
CO[C@H](C(=O)[C@@H](O)[C@@H](C)O)[C@@H]1Cc2cc3cc(O[C@H]4C[C@@H](O[C@H]5C[C@@H](O)[C@H](O)C(C)O5)[C@H](O)C(C)(O)O4)cc(O)c3c(O)c2C(=O)[C@H]1O[C@H]1C[C@@H](O[C@H]2C[C@@H](O[C@H]3C[C@@H](OC)[C@H](O)C(C)O3)[C@@H](O)C(C)O2)[C@H](O)C(C)O1 (stereo partly drawn)	42	22	17	18	33	21	102	24
COc1ccc2c(c1)C(=O)C1NC(=O)NC(=O)C1(Br)N2 (stereo not drawn)	110	108	113	114	.	100	111	109
O=C(/C=C/c1ccc(Cl)c(Cl)c1)Nc1ncc(Cc2ccc(Cl)c(Cl)c2)s1	34	.	77	50	61	60	53	44
CNC(=O)c1cc(Oc2ccc3nc(NC(=O)c4cc(C)cc(C)c4)sc3c2)ccn1	77	.	97	93	89	104	76	91
CN1C(C)(C)CC(=NO)CC1(C)C	108	111	102	125	87	102	108	104
CC(=O)NCCCN1c2nc3ccccc3cc2Sc2cc3ccccc3nc21	95	110	65	.	.	97	91	84
N#C/C(=C\c1ccc(F)cc1)c1cc2ccccc2[nH]1	81	103	96	100	74	101	99	103
O=C(COCc1c(-c2ccccc2)no[n+]1[O-])Nc1ccc(C(=O)/C=C/c2ccc3c(c2)OCO3)cc1	114	113	112	116	95	99	106	88
Nc1c(C(=O)N/N=C/c2cccc(OCc3ccccc3)c2)cnn1CC(O)c1ccccc1 (stereo not drawn)	89	80	87	82	88	113	75	61
COc1cc(/C=N/NC(=O)Cn2nnc3ccccc32)ccc1O	90	94	99	109	99	102	99	94

A section from further up, as a working copy:
SMILES	OVCAR-4	OVCAR-3	SK-OV-3	DU-145	IGROV1	OVCAR-5	NCI/ADR-RES	OVCAR-8
N#C/C(=C\c1ccc(F)cc1)c1cc2ccccc2[nH]1	81	103	96	100	74	101	99	103
O=C(COCc1c(-c2ccccc2)no[n+]1[O-])Nc1ccc(C(=O)/C=C/c2ccc3c(c2)OCO3)cc1	114	113	112	116	95	99	106	88
Nc1c(C(=O)N/N=C/c2cccc(OCc3ccccc3)c2)cnn1CC(O)c1ccccc1 (stereo not drawn)	89	80	87	82	88	113	75	61
COc1cc(/C=N/NC(=O)Cn2nnc3ccccc32)ccc1O	90	94	99	109	99	102	99	94

Other records follow.
SMILES	OVCAR-4	OVCAR-3	SK-OV-3	DU-145	IGROV1	OVCAR-5	NCI/ADR-RES	OVCAR-8
O=C1C=CC(=O)N1	110	126	103	138	.	112	109	116
Cn1ncc2c(C(=O)c3ccc(F)cc3)nc(C(C)(C)C)nc21	107	99	112	102	103	98	107	105
COc1ccc(Cn2cc(CSc3nc4ccccc4o3)nn2)cc1	91	106	84	102	93	97	100	108
Cc1cc(=O)cc(S)[nH]1	107	109	105	110	102	100	112	101
Cc1cc(O)c(C2=NN(c3ccc(S(N)(=O)=O)cc3)C(c3cccc(O)c3)C2)cc1Cl (stereo not drawn)	88	86	98	103	80	99	.	94
Cc1cc(C)c2c(C(=O)/C=C/c3ccc4c(c3)Sc3ccccc3N4C)cc(C(=O)c3ccc(Br)cc3)n2c1	106	.	107	103	97	102	100	106
COc1cc(Cn2c(SCC(=O)Nc3cc(OC)c(OC)c(OC)c3)nc3ccccc3c2=O)cc(OC)c1OC	90	.	51	95	73	89	100	81
O=C1OCC/C1=C/OCCCCO/C=C1/CCOC1=O	.	113	105	108	115	112	104	104
CCCNC(=O)Oc1ccc(/C(=C(/C)Cc2ccc(OC)cc2)c2ccc(OCCN(CC)CC)cc2)cc1	95	94	100	100	98	96	92	89
CCCCCCCC/C=C\CCCCCCCC(=O)OCCCC	105	107	108	106	105	108	105	100
Cn1c2c(c(=O)n(C)c1=O)NC1(N2)C(=O)Nc2ccccc21 (stereo not drawn)	93	97	93	111	62	91	85	91
O=C(O)CCCc1ccc(Cl)cc1	104	113	98	120	118	101	117	108
COc1ccc(-c2nc3ccccc3s2)cc1	83&103	75&113	102&102	110	61&93	93&103	87&112	97&112
C[C@@H]1C[C@H]2C(=O)O[C@@H](C)C(NC(=O)[C@H](Cc3cc(F)cc(F)c3)NC(=O)Nc3ccc(C4CC4)cc3F)C(=O)N3CCC[C@H]3C(=O)N3CCCC[C@H]3C(=O)N[C@@H](CO)C(=O)N2C1 (stereo partly drawn)	21	.	21	26	42	30	36	21
CCCCNCc1ccc(N(CC)CC)cc1	123	101	107	120	140	103	99	94
C/C(=N\N=C(/C)c1ccc(C)cc1)c1ccc(C)cc1	108	103	113	103	109	102	108	104
O=c1[nH]c(NCCO)nc2sc3c(c12)CCCC3	99	110	109	106	100	91	102	108
COc1ccc(/C=C/c2nnc(/C=C/c3ccc(OC)c(OC)c3)o2)cc1OC	58	18	34	49	23	41	14	42
COc1ccc(-c2cc(-c3cccnc3)nc(OC)c2C#N)cc1OC	90	99	93	100	106	98	86	86
Cc1cccc(-n2c(C)nc3ccc(N4CCNC4=O)cc3c2=O)c1	108	100	102	105	106	103	105	103
CCCCCCCCN(CCCCCCCC)C(=N)c1ccnc2ccccc12	-67*	-93*	-28*	.	-66*	-57*	-72*	-66*
C#CCCCCCCC[C@@H]1OC(=O)[C@H]([C@@H](C)CC)NC(=O)[C@@H]([C@@H](C)CC)NC(=O)CC(=O)[C@@H]1C	99	103	102	106	89	88	99	100
CC(=O)NS(=O)(=O)NC(C)=O	100	119	97	117	107	97	116	97
Fc1ccc2nc3c(cc2c1)CSc1nnc(-c2ccc[nH]c2=S)n1N3	91	109	87	114	87	95	103	105
Cc1ccc(-c2ccc(F)cc2)n1-c1ccc(F)cc1	56	74	102	96	35	77	76	82

Given in markdown: four of the compounds above.
| Compound | OVCAR-4 | OVCAR-3 | SK-OV-3 | DU-145 | IGROV1 | OVCAR-5 | NCI/ADR-RES | OVCAR-8 |
| --- | --- | --- | --- | --- | --- | --- | --- | --- |
| C#CCCCCCCC[C@@H]1OC(=O)[C@H]([C@@H](C)CC)NC(=O)[C@@H]([C@@H](C)CC)NC(=O)CC(=O)[C@@H]1C | 99 | 103 | 102 | 106 | 89 | 88 | 99 | 100 |
| CC(=O)NS(=O)(=O)NC(C)=O | 100 | 119 | 97 | 117 | 107 | 97 | 116 | 97 |
| Fc1ccc2nc3c(cc2c1)CSc1nnc(-c2ccc[nH]c2=S)n1N3 | 91 | 109 | 87 | 114 | 87 | 95 | 103 | 105 |
| Cc1ccc(-c2ccc(F)cc2)n1-c1ccc(F)cc1 | 56 | 74 | 102 | 96 | 35 | 77 | 76 | 82 |

3 structures from above, ordered by SMILES length, falling.
SMILES	OVCAR-4	OVCAR-3	SK-OV-3	DU-145	IGROV1	OVCAR-5	NCI/ADR-RES	OVCAR-8
C#CCCCCCCC[C@@H]1OC(=O)[C@H]([C@@H](C)CC)NC(=O)[C@@H]([C@@H](C)CC)NC(=O)CC(=O)[C@@H]1C	99	103	102	106	89	88	99	100
Cc1cccc(-n2c(C)nc3ccc(N4CCNC4=O)cc3c2=O)c1	108	100	102	105	106	103	105	103
CC(=O)NS(=O)(=O)NC(C)=O	100	119	97	117	107	97	116	97
